High-throughput results: PubChem, several laboratories
PP1 counter – counter-screen for PP5 inhibitors: inhibitors of human PP1-alpha; P62136; purified PP1alpha, OMFP fluorescence; inhibition, % at 6.7 µM; hit rate 0.9% among 320,000; AID 2235;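 active means inhibition above the mean inhibition of all tested compounds plus 3 SD, computed separately for each screening campaign, cut at about 15% in these data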
core dimer inh – blocks dimerization of HCV core protein; TR-FRET GST/Flag-core106 dimerization, 1536-well; inhibition, % at 5 µM; hit rate 0.33% among 300,000; AID 1899;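 active means inhibition above the mean of all tested compounds plus 3 SD, set per screening campaign, cut at about 45% in these data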
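Material: Tagged HCV core106 pair (GST and Flag) | Amount: GST-core106 13.5 nM, Flag-core106 17 nM | Medium: KF-containing HEPES buffer, pH 7.45, DTT, CHAPS, BSA | Reagent: Eu donor and XL665 acceptor anti-tag antibodies | Schedule: 4 h at 22.5 °C | Technique: Time-resolved FRET, ex 340 nm, em 617 and 671 nm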
Efflux pump mplx – blocks antifungal efflux pumps in multiplex yeast assay; inhibition, % at 10 µM; S. cerevisiae Candida pump triplex, Nile Red efflux; AID 485275; hit rate 0.44% among 330,000;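 active means plate passing quality check with inhibition over a set limit, or well fluorescence over plate mean plus 4 SD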;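 further: Nile Red retained in pooled yeast measured as flow cytometry median fluorescence; 0% = buffer negative control and 100% = Enniatin B positive control; higher means more Nile Red kept so more efflux inhibition; some compounds called inactive have numbers as strong as hits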
Fh CTSL1 inh – blocks F. hepatica cathepsin L1 in PFM18AAP counter-screen | recombinant F. hepatica cathepsin L1, Z-Leu-Arg-MCA fluorescence | inhibition, % at 5.96 µM | hit rate 0.49% among 300,000 | AID 1906;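 active means inhibition above the mean of all tested compounds plus 3 SD, set per screening campaign, cut at about 17% in these data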;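 further: 0% = plate median of test compound wells and 100% = 1 µM Z-Phe-Ala-diazomethylketone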
TPT1 inh – blocks Candida albicans tRNA 2'-phosphotransferase; recombinant caTPT1, FP RNA substrate dephosphorylation; inhibition, % at 5 µM; hit rate 0.81% among 300,000; AID 1962;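 active means inhibition above the mean of all tested compounds plus 3 SD, set per screening campaign, cut at about 24% in these data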;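 further: plate controls were DMSO alone for no effect and ferristatin control at 100 nM for full effect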
PREPL inh – inhibits the human prolyl oligopeptidase-like enzyme; hit rate 0.68% among 320,000; recombinant PREPL, fluorescence polarization activity-based probe; Q4J6C6; inhibition, % at 5.96 µM; in the data active means inhibition above about 43%;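 further: 0% = enzyme with DMSO and 100% = wells lacking enzyme; many of its hits are not listed in these tables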
JMJD2C inh – inhibitors of human GASC-1 (JMJD2C) demethylase; GST-JMJD2C(1-420) H3K9me3 demethylation, DELFIA europium; AID 2099; inhibition, % at 2.35 µM; hit rate 0.069% among 330,000;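 active means more than half of a compound's replicate wells show inhibition beyond 50%, single wells judged on their own value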;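 further: signal counts dimethyl H3K9 product captured on neutravidin plate; 0% = median of DMSO wells and 100% = 0.3 times that DMSO median; strong numbers were not always called active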
Target sequence (Q9H3R0 1-420 limits assumed): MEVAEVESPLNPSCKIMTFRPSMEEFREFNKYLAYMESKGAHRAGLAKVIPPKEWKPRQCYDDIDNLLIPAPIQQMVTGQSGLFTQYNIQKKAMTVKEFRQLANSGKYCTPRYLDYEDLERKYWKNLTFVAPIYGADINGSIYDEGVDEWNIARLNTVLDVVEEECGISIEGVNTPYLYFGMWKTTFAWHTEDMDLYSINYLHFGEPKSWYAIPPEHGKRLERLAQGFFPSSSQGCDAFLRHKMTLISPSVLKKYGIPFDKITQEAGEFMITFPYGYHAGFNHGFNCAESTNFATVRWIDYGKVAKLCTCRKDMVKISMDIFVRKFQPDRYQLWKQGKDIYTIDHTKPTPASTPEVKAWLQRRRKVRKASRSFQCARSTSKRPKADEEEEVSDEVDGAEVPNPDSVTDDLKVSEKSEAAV
LYPLA2 inh – counter-screen for PME1 inhibitors: inhibitors of human LYPLA2; O95372; hit rate 0.38% among 320,000; recombinant LYPLA2, FP-Rh probe fluorescence polarization; inhibition, % at 5.9 µM; AID 2177;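 active means inhibition above the screen-wide mean plus 3 SD, limit set per campaign, cut at about 26% in these data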;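 further: 0% = LYPLA2 with DMSO and 100% = wells lacking LYPLA2 enzyme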
PP5 inh – blocks human protein phosphatase 5 activity. P53041. purified PP5c, OMFP substrate fluorescence. inhibition, % at 6.7 µM. hit rate 0.18% among 320,000;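 active means inhibition above the campaign's mean inhibition across all tested compounds plus 3 SD, cut at about 9.5% in these data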;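 further: 0% = DMSO only and 100% = 100 µM cantharidin control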
Target sequence (P53041 whole entry, looked up): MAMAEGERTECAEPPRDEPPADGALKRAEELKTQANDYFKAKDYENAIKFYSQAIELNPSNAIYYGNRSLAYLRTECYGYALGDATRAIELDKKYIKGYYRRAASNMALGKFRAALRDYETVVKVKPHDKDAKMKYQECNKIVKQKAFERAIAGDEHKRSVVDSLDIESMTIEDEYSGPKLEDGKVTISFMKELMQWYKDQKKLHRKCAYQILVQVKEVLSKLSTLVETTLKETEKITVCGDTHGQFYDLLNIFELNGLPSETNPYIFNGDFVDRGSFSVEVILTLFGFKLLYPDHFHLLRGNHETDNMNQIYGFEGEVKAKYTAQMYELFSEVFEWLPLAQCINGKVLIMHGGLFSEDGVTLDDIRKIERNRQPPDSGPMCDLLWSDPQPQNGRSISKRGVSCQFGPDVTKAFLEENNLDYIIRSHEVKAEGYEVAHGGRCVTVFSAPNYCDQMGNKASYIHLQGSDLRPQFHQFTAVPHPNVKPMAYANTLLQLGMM
* hit, by the source's call; . = not tested or not shown.

SMILES | PP1 counter | core dimer inh | Efflux pump mplx | Fh CTSL1 inh | TPT1 inh | PREPL inh | JMJD2C inh | LYPLA2 inh | PP5 inh
CCCCCC(=O)Nc1ccc(N2CCN(S(C)(=O)=O)CC2)cc1 | 3 | -3 | -0.5 | 2 | 0 | 3 | -11 | 8 | 0.3
COc1ccccc1N1C(=NC(=O)C(C)Oc2ccccc2)SC2CS(=O)(=O)CC21 (stereo not given) | -3 | 7 | 0.1 | -4 | 0 | 4 | -27 | 5 | 3.4
COc1cc(CNc2nc3ccccc3[nH]2)cc(OC)c1OC | -6 | 0 | 0.0 | 1 | 0 | 0 | -6 | -1 | 0.3
CC(C)(C)c1ccc(OCC(O)CN2CCN(c3ccccn3)CC2)cc1 (stereo not given) | -4 | -3 | 0.1 | 1 | -2 | 4 | 0 | 9 | 1.1
COc1cc(C(=O)Nc2nnc(C)s2)c([N+](=O)[O-])cc1OC | -5 | 4 | 0.0 | -1 | -1 | -5 | 3 | -2 | -0.6
COCCNC(=O)C1CCCN(S(=O)(=O)c2ccc3c(c2)CC(C)N3C(=O)C2CC2)C1 (stereo not given) | 1 | -4 | 0.1 | -5 | -5 | 3 | -7 | 0 | 0.3
CCc1ccc(CNC(=O)CCc2nnc(Cc3cccc(C(F)(F)F)c3)o2)nc1 | -1 | 2 | 0.0 | 5 | 4 | 4 | 5 | 2 | 2.6
Cc1cccc(S(=O)(=O)Nc2nc3ccccc3nc2NCc2ccc3c(c2)OCO3)c1 | 1 | 1 | 0.6 | -3 | 2 | 1 | -11 | -1 | 1.6
CCC1CCc2c(sc(NC(=O)c3cnccn3)c2C(N)=O)C1 (stereo not given) | -5 | 3 | 0.1 | -1 | 4 | 4 | -7 | 2 | 3.1
CC(C)Cn1cnc2c1c(=O)n(CC(O)c1ccccc1)c(=O)n2CC(C)C (stereo not given) | 1 | 1 | 0.3 | 1 | 1 | 16 | 14 | 3 | 2.0
Cc1cc(=O)c2cc(NC(=O)c3ccccc3Cl)ccc2[nH]1 | -4 | 0 | -0.2 | -1 | -2 | 3 | 10 | 1 | -1.2
O=C1CCN(C(=O)Nc2ccccc2Cl)N1 | -1 | 0 | 0.1 | -3 | 0 | 6 | -20 | 3 | 2.2
CN(CC(=O)Nc1ccc(F)c(F)c1F)C1CCCCC1 | 1 | -6 | -0.1 | -2 | -4 | 24 | 3 | 2 | 0.3
C=CCn1c(=S)sc2c(=O)[nH]c(C)nc21 | -5 | -2 | 0.2 | -2 | -1 | -6 | 4 | -3 | -0.6
CCC(C)N(C(=O)CSc1nc(C)c(C)c(C)c1C#N)C1CCS(=O)(=O)C1 (stereo not given) | 2 | . | 0.5 | . | . | 12 | -9 | 1 | 2.8
Cc1cccc(C)c1NC(=O)Cn1c(=O)n(CCC(=O)NCc2ccco2)c(=O)c2sccc21 | -4 | 2 | 0.0 | 0 | 0 | 0 | 3 | -6 | -1.4
COc1cc(NC(=O)CNC(=O)Cn2ccc3ccccc3c2=O)cc(OC)c1OC | 6 | 1 | 0.3 | 3 | -3 | 0 | 7 | 5 | 2.0
Cc1cc(C)n(-c2ncnc3sc4c(c23)CC(C)CC4)n1 (stereo not given) | -4 | -4 | 0.0 | 1 | -1 | 7 | -4 | 2 | -0.2
COC(=O)Cc1cc(=O)oc2cc(O)ccc12 | -3 | 0 | 0.0 | 4 | 3 | 1 | -18 | 22 | 0.3
O=C(CCS(=O)(=O)c1ccc2c(c1)NC(=O)CS2)NCc1cccs1 | -3 | 5 | 0.1 | -5 | 3 | -7 | -7 | 7 | -0.2
COc1ccccc1C(=O)Nc1nnc(S(=O)(=O)N(C)Cc2ccccc2)s1 | -1 | 16 | -0.2 | 2 | 1 | -2 | -5 | -4 | -0.9
O=C1C=C(c2ccccc2)OC2(CCCC2)O1 | -7 | -1 | 0.0 | 0 | -2 | 1 | 5 | 9 | 0.6
CCCc1nc(SCC(=O)NCC2CCCO2)c2c(=O)n(C)c(=O)n(C)c2n1 (stereo not given) | 4 | -6 | 0.1 | -1 | -1 | 6 | 1 | 5 | 2.6
Cc1ccc(/C=N/NS(=O)(=O)c2ccccc2)o1 | 1 | -9 | 0.1 | 5 | 1 | 10 | 5 | 7 | -2.1
COc1cc(C)ccc1OCCOc1c(C)cc(Cl)cc1Cl | 0 | -3 | 0.2 | -1 | -3 | -3 | -2 | 7 | 2.4
Cn1cc([N+](=O)[O-])c(C(=O)NCc2cc3cc(Cl)ccc3[nH]2)n1 | 5 | 2 | 0.1 | 1 | -1 | 19 | -9 | 5 | 1.1
CCC(=O)Nc1ccc(C(=O)CSc2nnc(-c3ccc(O)cc3)n2CC2CCCO2)cc1 (stereo not given) | -4 | 0 | -0.3 | 0 | 0 | 0 | -3 | -3 | 1.1
CCC(C)NC(=O)c1cccc(OCc2c(C)noc2C)c1 (stereo not given) | 3 | 2 | 0.0 | -1 | 0 | -1 | -8 | 2 | 5.1
O=C(CSc1nc2ccccc2o1)NCc1ccco1 | -3 | 0 | 0.0 | -2 | 2 | -12 | -6 | 6 | -1.7
O=C(Nc1ccc(Cn2nnc3ccccc32)cc1)c1ccco1 | 2 | 4 | 0.2 | 3 | 4 | 2 | 3 | -5 | 3.6
O=C(Nc1cccc2nsnc12)c1ccc(F)cc1 | 1 | 12 | 0.1 | 4 | -5 | -4 | 16 | -3 | 0.7
COc1ccc(NC(C)=O)cc1NC(C)C(=O)Nc1ccc(F)c(F)c1F (stereo not given) | -2 | -3 | 0.0 | 5 | -5 | 4 | -10 | 1 | -3.5
O=C1NC(=O)/C(=C/c2cccc(O)c2)N1 | -1 | 7 | 0.0 | 2 | 2 | 3 | -11 | -11 | 0.1
O=C(O)CCn1c(=O)c2ccccc2c2ccccc2c1=O | 0 | 1 | 0.0 | 0 | -1 | 8 | 2 | 8 | 1.0
CN(Cc1ccc(F)cc1)C(=O)c1cccc(S(=O)(=O)N2CCN(c3ccccc3)CC2)c1 | 4 | -4 | 0.0 | 0 | -2 | -76 | 10 | 1 | 3.1
CCCC(=O)NCCc1ccc(F)cc1 | -2 | -3 | -0.3 | 0 | -1 | -8 | 11 | 2 | 2.2
NC(=O)CCC(C(=O)O)N1C(=O)c2ccc(O)cc2C1=O (stereo not given) | -2 | 1 | 0.3 | -5 | -3 | 9 | 0 | 1 | 1.1
CCCCCCCCC(=O)N/N=C(\C)c1cccnc1 | 1 | 0 | -0.1 | 0 | 0 | -18 | 6 | -1 | 0.6
Brc1ccc(-c2nnc3sc(CNCc4ccc5c(c4)OCO5)cn23)cc1 | 0 | 10 | 0.0 | -1 | 1 | -46 | 31 | 8 | 0.8
COc1ccc(NC(=S)Nc2ccc(C)c(S(=O)(=O)N3CCCCC3)c2)cc1 | 1 | 8 | -0.5 | -2 | 0 | 6 | 7 | -9 | 2.8
CCOC(=O)Cn1nc(NC(=O)COc2ccc(F)cc2)cc1C | -4 | 0 | -0.1 | -1 | 1 | -3 | 2 | -5 | 2.3
CC1(C)C(N(O)C(=O)Nc2ccccc2)N(c2cccc(Cl)c2)C(=O)N1O (stereo not given) | -1 | -3 | 0.0 | 0 | -2 | -33 | -3 | -3 | 2.0
COc1ccc(NC(=O)Cc2ccc(Cl)c(Cl)c2)cn1 | 7 | -1 | -0.1 | -1 | -3 | 6 | -8 | -5 | 1.9
Cc1cc(C)c2nc(SCC(=O)NC(=O)c3cccn3C)cc(C)c2c1 | 1 | 15 | 0.1 | -1 | 4 | -8 | -10 | -6 | -0.5
COc1ccccc1OCC(=O)NCCc1nc2ccccc2[nH]1 | -7 | 1 | 0.1 | -2 | 2 | 4 | 8 | 0 | -0.1

3 entries already listed, arranged by their value in PP5 inh, largest number first:
Molecule	PP5 inh
COc1ccc(NC(=S)Nc2ccc(C)c(S(=O)(=O)N3CCCCC3)c2)cc1	2.8
CCCC(=O)NCCc1ccc(F)cc1	2.2
O=C(Nc1cccc2nsnc12)c1ccc(F)cc1	0.7

Next entries
SMILES | PP1 counter | core dimer inh | Efflux pump mplx | Fh CTSL1 inh | TPT1 inh | PREPL inh | JMJD2C inh | LYPLA2 inh | PP5 inh
Cc1ccccc1C(=O)NCCCc1ccccc1 | 1 | -4 | 0.1 | -4 | -1 | 2 | 0 | 0 | 0.0
Fc1cnc(N2CCN(c3ccccc3)CC2)nc1N1CCN(c2ccccc2)CC1 | 0 | -3 | -0.1 | -2 | 0 | 2 | 1 | -2 | 1.5
O=C(O)c1ccccc1N/N=C\c1ccnc2ccccc12 | 0 | -30 | -0.1 | 3 | 24* | 16 | 10 | 0 | 2.6
CCCn1nnnc1SCC(=O)NCc1ccccc1 | -5 | 4 | -0.3 | 2 | -4 | 14 | 0 | -3 | 0.2
Cc1cccc(C#Cc2ccccc2)n1 | -3 | -14 | -0.1 | 4 | -5 | 1 | . | 1 | 2.6
COc1cc(/C=N/NC(=O)c2ccoc2C)cc(OC)c1OC | -1 | -4 | 0.1 | -4 | -1 | 1 | 19 | 8 | 2.9
COc1ccc(-c2oc3ccc(N4CCOCC4)cc3c2C#CCO)cc1 | -4 | -26 | -0.1 | -1 | -4 | 36 | 7 | -7 | 5.5
CN(C)CCCn1c2c(c(SCC(=O)Nc3cccc4ccccc34)nc1=O)CCC2 | 4 | -1 | 0.1 | 2 | 1 | 33 | -2 | -2 | 0.2
CN(C)CC(O)CN1C(=O)NC(C)(C)C1=O (stereo not given) | -2 | -8 | 0.1 | -5 | 2 | 1 | 18 | -2 | 0.7
Oc1ccccc1N1CCN(Cc2ncc(-c3ccccc3)o2)CC1 | -1 | -7 | 0.4 | 2 | 4 | 12 | -8 | 0 | 4.4
CC(C)CC1=NC(C(F)(F)F)(C(F)(F)F)c2c(n(CC(C)C)c(=O)[nH]c2=O)N1 | 0 | 0 | -0.3 | -4 | 3 | 1 | 3 | 0 | 2.4
COc1ccccc1S(=O)(=O)Cc1ccc(C(=O)NC2CC2)o1 | 5 | -12 | -0.2 | -6 | -3 | -1 | 6 | -2 | -3.2
O=[N+]([O-])c1cccc(-c2ccc(/C=N/NC(=S)Nc3cccc(F)c3)o2)c1 | 2 | 13 | -0.1 | -1 | -1 | 12 | -6 | -5 | 5.4
CC[C@@]12C(=O)N(c3cccc(F)c3)C(=O)N1[C@H](c1cccc(C)c1)[C@@H]1C(=O)N(Cc3ccccc3)C(=O)[C@@H]12 | 6 | -6 | -0.1 | -2 | -7 | 12 | 3 | 8 | 4.2
CCOC(=O)c1ccc(NC(=O)C2CC(=O)N(c3ccc4c(c3)OCCO4)C2)cc1 (stereo not given) | -3 | . | 0.0 | . | . | 10 | . | 4 | 1.0
C#CCN1C(=O)S/C(=C\c2ccc(-c3ccc(Cl)c(C(=O)O)c3)o2)C1=O | 7 | -9 | -0.2 | 5 | 10 | 4 | -8 | 3 | -0.1
COc1ccc2nc(NC(=O)c3cccs3)sc2c1 | 2 | -6 | -0.1 | -2 | -2 | 0 | 16 | 3 | 1.2
CCN1CCN(S(=O)(=O)c2ccc(Cl)c(C(=O)Nc3ccc(OC(F)F)cc3)c2)CC1 | -2 | 0 | 0.7 | 1 | 6 | 13 | 12 | 4 | 3.3
CC(CC1C(C#N)=C(N)SC(N)=C1C#N)c1ccccc1 (stereo not given) | 6 | 18 | 0.1 | 2 | 60* | -1 | . | -15 | 2.4
CCOC(=O)C1=C2NC(=O)c3ccccc3N2C(=O)C1 | 1 | 2 | 0.1 | -8 | -11 | -3 | -15 | -4 | -2.3

Only part of the results is shown, so the mix of outcomes need not match the whole.
